# PMI act = phosphomannose isomerase (human) activation; purified human PMI, coupled resazurin fluorescence, 20 min; active compounds read high; 1 = vehicle control, 0 substrate-free wells; actives 0.005% (n = 190,000); activation factor at 20 µM; AID 1214; P34949;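 active = activation factor of 2 or more at 20 µM, relative to plate controls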
# Target sequence (P34949 whole entry, looked up): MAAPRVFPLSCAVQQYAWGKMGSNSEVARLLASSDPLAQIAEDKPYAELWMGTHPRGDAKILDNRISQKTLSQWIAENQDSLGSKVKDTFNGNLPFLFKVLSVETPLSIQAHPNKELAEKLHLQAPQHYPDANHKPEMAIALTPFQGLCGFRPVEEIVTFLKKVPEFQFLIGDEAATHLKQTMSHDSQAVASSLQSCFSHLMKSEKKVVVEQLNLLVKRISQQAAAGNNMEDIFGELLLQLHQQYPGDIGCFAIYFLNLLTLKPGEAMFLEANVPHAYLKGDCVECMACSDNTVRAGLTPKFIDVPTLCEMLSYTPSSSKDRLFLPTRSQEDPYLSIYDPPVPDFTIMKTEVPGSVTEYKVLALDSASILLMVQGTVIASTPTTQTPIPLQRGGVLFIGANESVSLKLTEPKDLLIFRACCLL
# L major viab = Leishmania major promastigote growth inhibition; AID 1063; inhibition, % at 10 µM; Leishmania major promastigotes, resazurin fluorescence viability; actives 9% (n = 200,000);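 also: promastigotes grown with compound for 44 hours at 28 °C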
# TLR4-MyD88 BLA = TLR4-MyD88 interaction inhibition in cells; O00206+Q99836; inhibition, % at 8.4 µM; AID 861; HeLa CL3-4 TLR4/MyD88 BLA complementation, FRET ratio; actives 0.18% (n = 200,000); in the data active = inhibition above about 25%;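 also: 0% = vehicle and 100% = reference inhibitor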
# Diaph inh CS = diaphorase inhibition or chemical oxidation counter-screen; inhibition, % at 20 µM; AID 1217; diaphorase resazurin-to-resorufin fluorescence, NADH, 16 min; bacterial (C. kluyveri) enzyme, not human; actives 0.69% (n = 190,000);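 active = primary screen inhibition at 20 µM above a set limit, cut at about 50% in these data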;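 also: plate controls were DMSO with full reaction for no effect and wells lacking NADH for full effect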
#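 material = Clostridium kluyveri diaphorase enzyme | amount = 0.14 U/mL diaphorase, enzyme working solution | schedule = incubation 16 min, room temperature | detection = fluorescence of resorufin formed from resazurin, Ex 544/Em 590 nm | benchmarks = positive control minus NADH, DMSO neutral control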
# G6PDH CS = counter-screen for G6PDH assay hits: L. mesenteroides G6PDH inhibition; Purified L. mesenteroides G6PDH, diaphorase/resazurin coupled fluorescence, 45 min; inhibition, % at 5 µM; actives 0.12% (n = 200,000); AID 1020
# S1P3 antag = S1P3 (human) receptor antagonism; Q99500; CHO S1P3 NFAT-BLA reporter, FRET fluorescence, antagonist mode; inhibition, % at 4.98 µM; actives 0.27% (n = 170,000); AID 485;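 active = inhibition above the plate cutoff, the mean inhibition of test wells on that plate plus 3 SD, cut at about 28% in these data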;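 also: cells challenged with S1P at its EC80 of 0.8 µM; blue over green emission ratio from cleaved BLA substrate after 4 h stimulation; 0% = S1P-stimulated wells and 100% = unstimulated DMSO-only wells; some compounds past the cut are filed as inactive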
# Target sequence (Q99500 whole entry, looked up): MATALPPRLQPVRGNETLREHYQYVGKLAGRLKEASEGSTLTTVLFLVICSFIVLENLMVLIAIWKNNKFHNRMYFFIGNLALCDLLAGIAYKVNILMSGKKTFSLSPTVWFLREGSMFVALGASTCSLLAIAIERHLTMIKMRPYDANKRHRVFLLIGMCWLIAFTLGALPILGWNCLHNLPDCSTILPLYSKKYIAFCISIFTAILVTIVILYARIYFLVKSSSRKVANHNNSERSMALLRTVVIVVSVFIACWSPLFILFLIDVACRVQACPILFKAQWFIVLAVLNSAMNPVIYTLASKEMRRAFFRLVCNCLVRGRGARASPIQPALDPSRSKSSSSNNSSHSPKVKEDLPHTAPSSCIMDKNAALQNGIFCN
# Diaph act CS = counter-screen for diaphorase-based assays: diaphorase activators and chemical reducers | actives 0.005% (n = 190,000) | AID 1229 | activation factor at 20 µM | Diaphorase/resazurin coupled assay, resorufin fluorescence, 16 min; active compounds read high; 1 = vehicle wells, 0 = NADH-free wells;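 active = diaphorase activity raised at least twofold by the compound at 20 µM; inactive = activation factor below 2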
#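 Material: bacterial diaphorase enzyme (C. kluyveri); amount: enzyme 0.07 U/mL final; reagent: NADH substrate 0.114 mM plus resazurin dye 0.1 mM, final; doses: single compound dose of 20 µM, 1% DMSO final; timing: 16 min enzyme reaction, ambient temperature; measured by: fluorescence of resorufin, 544 nm excitation, 590 nm emission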
# PMI act satM6P = PMI (human) activation, high substrate; activation factor at 20 µM; P34949; actives 0.34% (n = 190,000); coupled PMI enzyme assay, resazurin fluorescence, 20 min; active compounds read high; 1 = untreated enzyme, 0 = substrate-free blank;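 active = activation factor of 2 or more at 20 µM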
#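 Material: human phosphomannose isomerase with PGI, G6PDH, diaphorase coupling enzymes / Reagent: Man-6-P substrate 1.0 mM / Dosing: single compound dose of 20 µM, 1% DMSO final / Incubation: enzyme reaction with compound 20 min at room temperature / Signal: resorufin fluorescence (Ex 544/Em 590 nm) from resazurin via diaphorase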
# Hsp70 activator = transcriptional activators of Hsp70; HeLa Hsp70 promoter luciferase reporter, luminescence; scaled: vehicle 0, proteasome-inhibitor control 100%; activation, % at 10 µM; actives 0.04% (n = 200,000); AID 1203;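 active = activation above the mean across all tested compounds plus 3 SD, cutoff set per campaign, cut at about 5.5% in these data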;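 also: 100% = MG132 at 30 µM as the positive control and 0% = DMSO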
# RAM network inh = inhibitors of the yeast RAM network; S. cerevisiae dse1pr::URA3 reporter, 5-FOA growth OD615, 2 d; analog-sensitive cbk1-as2 kinase mutant strain; inhibition, % at 50 µM; actives 1.8% (n = 190,000); AID 868;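 active = inhibition above a set limit, 3 SD over mean compound inhibition, cut at about 8.4% in these data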;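 also: 0% = DMSO-only wells with no growth and 100% = 10 µM 1-NA-PP1 full growth; inhibition rescues growth on 5-FOA so higher OD means more RAM inhibition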
# DTT redox prof = compounds producing H2O2 with reducing agent – biochemical, NIH compound library profiling, artefact control for MLSCN library redox annotation, primary screen; AID 878; DTT-dependent redox cycling H2O2, phenol red/HRP absorbance; 100% = 100 µM peroxide control, 0% = buffer; actives 0.03% (n = 200,000); activation, % at 10 µM;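 active = activation of at least 50% relative to the plate's high and low controls in the primary single-dose screen; inactive = activation below 50%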;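 also: compound incubated with DTT at 0.8 mM final as the reducing agent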
# * hit, by the source's call; . = not tested or not shown. Rule as the data show it, unless noted: active = inhibition above about 50%; inactive = the rest.
1. COC(=O)c1c(CSc2ccc(C)c(C)c2)noc1C(=O)NCc1ccc(OC)cc1
2. COc1ccc(OC)c(NC(=O)c2cccc(S(=O)(=O)N(Cc3ccccc3)c3ccccc3OC)c2)c1
3. CC(C)C(c1nnnn1C1CCCC1)N(C)C1CCCCC1 (stereo unspecified)
4. COc1ccc(-c2nc3n(c(=O)c2C#N)CCS3)cc1OC
5. Nc1nc(CN2CCC(Cc3ccccc3)CC2)nc(Nc2ccccc2)n1
6. CSc1ccccc1C(=O)NCc1ccccc1
7. Cc1cccc(NC(=O)CC2CCC2)c1
8. O=C(Nc1ncn[nH]1)c1ccc(S(=O)(=O)N2CCOCC2)cc1
Screen / compound no.	1	2	3	4	5	6	7	8
PMI act	0.9	0.8	0.9	1	1	1.1	1	0.9
L major viab	0.9	96.4*	0.6	-4.2	100.3*	-0.2	4.5	8.3
TLR4-MyD88 BLA	0.4	-2.1	2.0	-5.2	-0.6	10.4	2.7	-3.6
Diaph inh CS	21.7	18.6	12.7	6.6	8.4	-8.4	5.0	13.0
G6PDH CS	0.6	-12.0	4.9	5.0	-1.6	12.3	-6.3	2.1
S1P3 antag	.	-0.6	-11.2	-5.6	.	6.9	-2.3	-21.9
Diaph act CS	0.8	0.8	0.9	0.9	0.9	1.1	0.9	0.9
PMI act satM6P	0.9	0.9	1	1	1	1.1	1	0.9
Hsp70 activator	0.0	-0.5	-0.3	0.3	-0.2	0.0	-0.3	0.5
RAM network inh	12.1*	5.2	0.1	0.4	-1.0	0.6	0.7	-0.4
DTT redox prof	-7.7	0.3	0.7	-0.9	0.1	-0.7	-1.4	-0.8

9. Cc1cccc(-c2nc(CN3CCCC(C(=O)NC4CCCCC4)C3)c(C)o2)c1 (stereo unspecified)
10. O=C(CSc1ncccc1C(=O)O)c1cccc(C(F)(F)F)c1
11. COc1ccc(/C=N/NC(=O)c2cccc([N+](=O)[O-])c2)cc1OC
12. CSC1=N/C(=C\c2ccc(C)o2)C(=O)S1
13. C=CCn1c(=N)n(CC(=O)c2ccc(Br)s2)c2ccccc21
14. Cc1ccc(N2CC(c3nc4ccccc4[nH]3)CC2=O)c(C)c1 (stereo unspecified)
15. CN1CCN(C2=Nc3cc(Cl)ccc3Nc3ccccc32)CC1
16. CCCn1c(SCC#N)nc2c(c1=O)C1(CCCC1)Cc1ccccc1-2
Screen / compound no.	9	10	11	12	13	14	15	16
PMI act	1	1.7	1.1	1	1.1	1.2	1.1	0.9
L major viab	19.3	-4.9	-8.4	39.4	97.2*	-6.8	-7.8	14.8
TLR4-MyD88 BLA	-5.2	-8.4	0.1	1.1	9.2	17.8	-0.5	2.6
Diaph inh CS	7.1	2.9	2.2	19.3	9.3	-8.7	5.0	20.6
G6PDH CS	12.4	3.6	16.0	7.4	-5.1	3.0	4.7	11.3
S1P3 antag	-20.5	-15.9	-11.9	-7.9	-15.4	-9.1	-7.5	.
Diaph act CS	0.9	1	1	0.8	0.9	1.1	0.9	0.8
PMI act satM6P	1	2.2*	1.1	0.9	1	1.1	1	1
Hsp70 activator	-0.1	0.1	0.0	-0.2	-0.3	-0.4	-0.2	0.3
RAM network inh	0.0	0.9	-0.4	3.3	1.8	0.2	-0.8	5.4
DTT redox prof	-5.7	-0.6	0.4	1.2	-1.0	-1.6	6.4	0.1

17. N=c1c(C(=O)NCc2ccc(F)cc2)cc2c(=O)n3ccccc3nc2n1CCCN1CCOCC1
18. CCCNc1ccc(S(=O)(=O)N(C(C)C)C(C)C)cn1
19. O=C(Nc1nccs1)c1ccc(CSc2nnnn2-c2ccccc2)cc1
20. O=c1oc2ccccc2cc1NCc1ccccc1O
21. O=C(N/N=C/c1ccco1)c1ccc(Br)o1
22. O=C(N/N=C/c1cccnc1)c1ccc(NC(=O)C(c2ccccc2)c2ccccc2)cc1
23. Cc1cccc(Nc2nc(N)nc(CSc3nccn3C)n2)c1
24. Oc1ccccc1-c1n[nH]c(=S)n1Cc1ccco1
Screen / compound no.	17	18	19	20	21	22	23	24
PMI act	1	1.1	1	0.8	1	1	1	1
L major viab	60.1*	0.6	9.1	-7.8	-1.0	-3.2	0.6	-11.4
TLR4-MyD88 BLA	-10.3	0.8	-7.1	-17.9	-10.3	4.8	-0.5	-0.3
Diaph inh CS	-10.6	-1.4	9.4	13.2	2.6	6.9	10.7	4.2
G6PDH CS	4.5	8.7	9.6	-3.0	2.2	2.8	4.1	-0.6
S1P3 antag	-65.7	14.8	2.1	-17.4	.	14.0	.	.
Diaph act CS	1.1	1	0.9	0.9	1	0.9	0.9	1
PMI act satM6P	1	1.1	1.1	0.9	0.9	1	1	1
Hsp70 activator	1.2	-0.4	-0.2	0.7	-0.3	-0.2	0.5	-0.1
RAM network inh	0.6	-0.1	4.4	5.4	1.4	5.7	2.8	0.1
DTT redox prof	-0.5	0.1	1.4	-0.3	-4.4	0.2	2.7	0.1

25. O=c1nc2n(c3ccccc13)Cc1ccccc1-2
26. CCn1c(CSc2ncccn2)nnc1SCC(=O)N1CCCCC1
27. COc1ccc(CONc2ncnc3nonc23)cc1[N+](=O)[O-]
28. Cc1ccc(-c2nc(CN3CCCCC3)cc(CN3CCCCC3)c2O)cc1
29. COc1ccc(NC(=O)c2cnc(C)cn2)c2ncccc12
30. CCOC(=O)c1cc(C(C)=O)c(=O)n(C)c1N
31. Cc1nn(C)cc1C(=O)Nc1ccccc1Br
32. COc1ccc(CC(NC(C)=O)C(=O)NC2CCN(S(=O)(=O)c3cccc4ccccc34)CC2)cc1OC (stereo unspecified)
Screen / compound no.	25	26	27	28	29	30	31	32
PMI act	0.9	1.1	0.9	1.1	1	1	0.9	1.1
L major viab	.	4.1	16.9	10.7	85.8*	3.3	-5.5	3.8
TLR4-MyD88 BLA	.	-4.6	-6.0	-10.2	-3.1	5.2	-10.2	0.6
Diaph inh CS	10.0	2.4	11.4	-34.5	11.0	15.7	13.9	4.5
G6PDH CS	3.6	25.7	2.8	4.7	7.8	5.9	2.4	3.7
S1P3 antag	-2.3	-27.0	-1.0	-7.1	-9.8	-19.2	2.1	.
Diaph act CS	0.9	1	0.9	1.3	0.9	0.8	0.9	1
PMI act satM6P	0.9	1	1	1.1	0.9	0.9	0.9	1
Hsp70 activator	.	0.1	-0.1	0.0	-0.1	-0.2	-0.1	-0.1
RAM network inh	.	-0.6	0.4	1.9	1.8	-0.6	0.4	1.6
DTT redox prof	.	-0.3	-1.6	0.2	-0.5	-0.3	-0.2	0.2

33. O=C(Nc1ccc(N2CCCCC2)cc1)c1ccc2ccccc2n1
34. COc1ccc2oc(C(=O)OCc3c(C)noc3C)c(C)c2c1
35. COC(=O)c1ccc(COC(=O)c2c(C)nn(Cc3ccccc3Cl)c2Cl)o1
36. CCCCCCC(=O)Nc1cc2c(C)cc(=O)oc2cc1C
37. CCOC(=O)C1=C(C)N(C)C(=S)NC1c1cc(OC)ccc1OC (stereo unspecified)
38. COC(=O)Cc1ccc(NC(=O)c2cccs2)cc1
39. COCCN(C(=S)Nc1ccccc1C)C(C)c1cccnc1 (stereo unspecified)
40. COc1ccc(C(=O)Nc2cccc(S(C)(=O)=O)c2)cc1OC
Screen / compound no.	33	34	35	36	37	38	39	40
PMI act	1	0.9	0.9	1	1.1	1	1	1
L major viab	-5.9	-7.3	3.8	-4.1	9.3	-0.6	12.0	-1.7
TLR4-MyD88 BLA	-5.6	8.6	6.5	-14.9	-6.0	-0.8	-4.5	-9.5
Diaph inh CS	5.6	16.9	26.8	4.1	6.5	-1.8	2.8	9.3
G6PDH CS	3.2	7.8	-28.0	-8.2	7.2	2.6	1.3	11.5
S1P3 antag	3.5	-18.0	-6.1	.	-4.3	-7.5	10.2	-22.4
Diaph act CS	0.9	0.8	0.7	1	0.9	1	1	0.9
PMI act satM6P	0.9	0.9	0.9	1	1.1	1	1	1
Hsp70 activator	-0.2	-0.2	-0.2	-0.2	-0.1	0.1	-0.4	0.1
RAM network inh	-0.4	3.8	4.3	2.9	1.1	-0.5	2.3	0.4
DTT redox prof	-1.6	-0.7	2.2	2.5	-0.7	1.0	-0.1	0.3

41. O=C(N/N=C/C1CC2CCC1C2)c1c[nH]c2ccccc12 (stereo unspecified)
42. Cc1ccc(-c2c(C)n([O-])c3c([n+]2=O)CCCC3)cc1
43. Cc1ccc(CNC(=O)C2CCCN(S(=O)(=O)c3cnc[nH]3)C2)cc1 (stereo unspecified)
44. CSC(=CC(=O)c1ccccc1)SC
45. c1ccc(SCc2nc(-c3ccccn3)no2)cc1
46. COc1ccc(C(=O)C(CN2CCOCC2)c2ccccc2)cc1 (stereo unspecified)
47. CN1CCN(c2ccc(Cl)cc2NC(=O)c2ccc(=O)n(C)n2)CC1
48. Cc1cc(Sc2nc(N)ncc2[N+](=O)[O-])ncn1
Screen / compound no.	41	42	43	44	45	46	47	48
PMI act	0.9	1	1	1	0.8	1.1	1.1	1.1
L major viab	-7.9	-0.1	-4.7	85.3*	-0.3	100.6*	9.5	16.6
TLR4-MyD88 BLA	-24.1	9.4	-11.8	-8.9	2.4	7.1	2.5	10.5
Diaph inh CS	11.7	2.9	-12.9	0.1	12.2	-1.3	11.4	0.0
G6PDH CS	10.3	3.8	27.3	2.7	19.2	3.1	0.2	11.8
S1P3 antag	-0.8	-8.7	-6.1	.	-0.3	.	-1.7	3.4
Diaph act CS	0.9	1	1.1	1	0.9	1	0.9	1
PMI act satM6P	1	1	1.1	1	0.8	1.1	1	1.2
Hsp70 activator	0.1	-0.5	0.1	-0.2	0.5	-0.2	-0.3	-0.1
RAM network inh	3.2	-1.3	0.9	-2.0	0.3	2.2	0.1	1.9
DTT redox prof	0.7	-1.0	0.0	2.1	0.9	0.0	-0.4	4.5

# An excerpt from above in order of their number in PMI act, smallest number first.
No. | smiles | PMI act
20 | O=c1oc2ccccc2cc1NCc1ccccc1O | 0.8
42 | Cc1ccc(-c2c(C)n([O-])c3c([n+]2=O)CCCC3)cc1 | 1
15 | CN1CCN(C2=Nc3cc(Cl)ccc3Nc3ccccc32)CC1 | 1.1

# Screening data deposited in PubChem BioAssay by several laboratories.
